# Compound activity from PubChem BioAssay.
# APJ antagonist: antagonists of human APJ apelin receptor; P35414; CHO-K1 APJ beta-arrestin complementation, luminescence; inhibition, % at 20 µM; 0.32% of 330,000 active;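 active = inhibition above about 40% at 20 µM, limit read from the data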;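 also: cells challenged with 10 nM apelin-13 agonist together with compound; plate controls were apelin-13 plus DMSO wells for no effect and DMSO wells lacking apelin-13 for full effect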
# Target sequence (P35414 whole entry, looked up): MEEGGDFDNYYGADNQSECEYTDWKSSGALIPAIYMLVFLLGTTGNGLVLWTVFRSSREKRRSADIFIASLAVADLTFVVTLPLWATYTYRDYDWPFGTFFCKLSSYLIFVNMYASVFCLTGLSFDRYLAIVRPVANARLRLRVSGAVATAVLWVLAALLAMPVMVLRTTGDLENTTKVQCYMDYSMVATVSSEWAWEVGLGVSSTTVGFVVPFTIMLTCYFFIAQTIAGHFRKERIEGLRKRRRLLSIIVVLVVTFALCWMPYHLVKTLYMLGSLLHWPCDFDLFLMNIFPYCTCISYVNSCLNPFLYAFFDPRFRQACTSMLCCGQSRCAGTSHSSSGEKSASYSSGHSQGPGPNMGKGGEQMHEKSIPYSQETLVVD
# Jurkat NFkB inh: lowers PMA/ionomycin-induced NF-kB signal in Jurkat cells; 0.53% of 330,000 active; inhibition, % at 4 µM; PMA/ionomycin-induced NF-kB luciferase reporter, luminescence; AID 435003; in the data active = inhibition above about 50%
# APJ ag: APJ receptor agonism; CHO-K1 APJ PathHunter beta-arrestin, luminescence; 0% DMSO wells, 100% apelin; P35414; AID 2520; 0.11% of 330,000 active; activation, % at 20 µM;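 active = activation more than six SD over the plate average, tested at 20 µM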;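 also: 0% = DMSO alone and 100% = apelin-13 at 10 nM; some results filed as inactive read as strong as hits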
#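 Assay system – PathHunter CHO-K1 APJ (AGTRL-1) beta-arrestin reporter cells · Compound – one dose, 20 µM compound, 1% DMSO · Timing – compound 90 min 25 °C, reagent 1 h · Measured by – luminescence from split beta-galactosidase complementation, Galacton Star/Emerald II substrate · Measure – beta-arrestin recruitment to APJ as agonist activity, luminescent signal · Benchmarks – DMSO vs Apelin-13 10 nM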
# CHOP UPR activ: apoptotic UPR (CHOP) activation; AID 449763; activation, % at 10 µM; CHO-CHOP luciferase reporter, luminescence; percent of tunicamycin response over DMSO baseline; 0.34% of 330,000 active;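 active = at 10 µM dose, activation of 40% or more, normalized to positive control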;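 also: 100% = tunicamycin at 10 µg/mL and 0% = DMSO alone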
#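 measured by = luciferase luminescence | assay system = CHO-CHOP cells, stable luciferase reporter of PERK-eIF2a-CHOP signalling | amount = 500 reporter cells seeded per well | timing = 6 h compound exposure at 37 °C after overnight seeding | controls = positive tunicamycin 10 µg/mL, negative DMSO alone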
# Mdm2 MdmX PPI: disrupts the human Mdm2-MdmX interaction; O15151+Q00987; SaOS-2 split-luciferase Mdm2/MdmX complementation, luminescence; inhibition, % at 8 µM; 3% of 330,000 active; AID 485346;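 active = inhibition of at least 50% at 8 µM in the primary screen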
# XBP1 UPR activ: activators of adaptive arm of unfolded protein response (XBP1) | AID 463104 | 0.33% of 330,000 active | CHO-XBP1 luciferase reporter, IRE1-XBP1 UPR activation, luminescence; percent of tunicamycin response, DMSO as zero | activation, % at 20 µM;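 active = versus positive control, 20 µM dose yields 30% or more activation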;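 also: 100% = tunicamycin at 10 µg/mL and 0% = DMSO only wells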
#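 assay system = CHO-XBP1 luciferase reporter cells | amount = 1000 cells/well | buffer or medium = F12 plus 10% FBS | compound dosing = single point, 20 µM final compound, 1% DMSO | incubation = 16-18 h cell attachment at 37 °C, then 6 h compound exposure | detection = Steady-Glo luminescence read | controls = tunicamycin 10 µg/mL and vehicle-only wells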
# 697 NFkB inh: lowers PMA/ionomycin-induced NF-kB signal in 697 B cells; 697 B-cell NF-kB luciferase reporter, 16 h; AID 435022; inhibition, % at 4 µM; 0.33% of 330,000 active; in the data active = inhibition above about 35%
# tim23-1 inh: inhibits growth of tim23-1 mutant yeast; S. cerevisiae tim23-1 growth, BacTiter-Glo luminescence, 24 h; inhibition, % at 20 µM; 1.3% of 330,000 active; AID 463212;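 active = growth inhibition of the mutant yeast at or above 50%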;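 also: temperature-sensitive mutant grown at 25 °C; plate controls were DMSO-treated mutant yeast for no effect and medium wells lacking yeast for full effect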
# * = called active by the depositor.
# Each structure is followed by: APJ antagonist, Jurkat NFkB inh, APJ ag, CHOP UPR activ, Mdm2 MdmX PPI, XBP1 UPR activ, 697 NFkB inh, tim23-1 inh
O=C1CCCN2N=C(SCC(=O)N3CCCCC3)SC2=N1
  0, 7, -3, 0.2, 6, 3, 8, 3
O=C1CN(c2ccccc2)C(=S)N1c1ccccc1
  18, -7, -3, -1.6, -17, 0, -18, 42
C=CCn1c(SCC(C)=O)nnc1-c1cc(-c2ccccc2)sc1N
  4, -7, -1, 3.8, 10, -3, -11, 18
CCOC(=O)C1CCCN(S(=O)(=O)c2c(C)c(C)cc(C)c2C)C1 (stereo not given)
  6, -3, 2, -0.2, -4, -3, 3, 30
CC(C)c1nc2ccc(C(=O)O)cc2[nH]1
  -8, 4, 4, -0.5, -8, -6, -30, -9
COc1ccc(-n2nc(C(=O)NCC(=O)N3CCOCC3)c3ccccc3c2=O)c(OC)c1
  10, 16, -4, 1.4, -4, 0, -1, -1
CSc1ccccc1NC(=O)c1noc2c1CCC2
  -9, -15, -3, 0.0, -7, 2, -8, 21
Cc1ccc(C(=O)O)cc1S(=O)(=O)Nc1ccccc1C(=O)NC1CC1
  3, -5, 2, -0.4, 23, -1, -12, 22
CC(C)(C)NC(=O)C(c1ccncc1)N(Cc1cccs1)C(=O)Cn1nnc(-c2cccs2)n1 (stereo not given)
  -13, -7, 1, 0.2, 32, -1, -12, 2
CC(C)N1C(=O)S/C(=C/c2ccccc2OCc2ccc(C(=O)O)cc2)C1=O
  10, -12, -3, -0.1, 4, 0, 4, 33

# Molecules from the list above containing an aryl thioether with sulfur outside any ring, in the order listed:
# Each structure is followed by: APJ antagonist, Jurkat NFkB inh, APJ ag, CHOP UPR activ, Mdm2 MdmX PPI, XBP1 UPR activ, 697 NFkB inh, tim23-1 inh
C=CCn1c(SCC(C)=O)nnc1-c1cc(-c2ccccc2)sc1N
  4, -7, -1, 3.8, 10, -3, -11, 18
CSc1ccccc1NC(=O)c1noc2c1CCC2
  -9, -15, -3, 0.0, -7, 2, -8, 21

# Next part:
# Each structure is followed by: APJ antagonist, Jurkat NFkB inh, APJ ag, CHOP UPR activ, Mdm2 MdmX PPI, XBP1 UPR activ, 697 NFkB inh, tim23-1 inh
CC(C)(C#N)Cc1cc(CC(C)(C)C#N)cc(C(C)(C)C)c1
  -57, 10, 8, 2.0, -7, -3, 3, 31
CCOCCCNC(=O)c1ccc(Cn2c(=S)[nH]c3c([nH]c4ccc(OC)cc43)c2=O)cc1
  5, -3, -2, -2.3, -21, 3, 20, -1
COc1ccc(-n2nc(C(=O)NCC(=O)NCC3COc4ccccc4O3)c3ccccc3c2=O)cc1OC (stereo not given)
  -27, -9, 1, -1.2, -23, -1, 25, 14
COC(=O)CCC(=O)NNC(=O)c1cccc(Br)c1
  -7, -5, -2, -0.8, 8, 4, -1, -3
CN(Cc1ccccc1)C(=O)COC(=O)c1cc2ccccc2oc1=O
  0, 3, -2, -0.3, 12, -1, 18, 3
CC(C)Cn1c(-c2ccc(Cl)cc2)cnc1SCC(=O)N1CCOCC1
  12, 16, -3, 0.5, 0, -4, -7, 24
O=C(C[C@H]1C/C=C\CC[C@H](Cc2ccc(F)cc2)C(=O)OC[C@@H]2CCCN2C1=O)N[C@H](CO)Cc1ccccc1
  -5, -4, 0, -2.1, 14, -1, 13, -8
COC(=O)Cc1nnc(SCC(=O)Nc2ccccc2)c2ccccc12
  11, -7, 1, 3.5, 32, -2, -6, 27
CCCc1cc2c(cc1NC(=O)c1ccc(C(C)(C)C)cc1)OCO2
  -12, -28, 0, 5.1, -9, 3, -6, 33
O=C(O)CC1=C(Nc2ccccc2)C(=O)N(c2ccccc2)C1c1ccc(Br)cc1 (stereo not given)
  20, -40, -2, -0.8, 10, -4, -32, 26
O=C(c1ccc(S(=O)(=O)N2CCOCC2)cc1)N(c1ccc(F)cc1)C1C=CS(=O)(=O)C1 (stereo not given)
  -5, -14, 1, -1.3, 0, -4, -7, 5
Cc1ccc(NC(=O)CCCn2c(=O)[nH]c3ccsc3c2=O)cc1
  -4, 1, 0, 4.5, -21, 5, 2, -1
Cc1ccc(OCC(=O)NC2CC(C)(C)NC(C)(C)C2)c(C)c1
  -16, -9, -1, 1.9, 28, 1, -7, 8
O=C(Nc1nncs1)c1cccc(S(=O)(=O)N2CCOCC2)c1
  -4, -5, 0, 0.1, 6, 2, -5, -7
Cc1cc(C)cc(C(=O)NC(CC(N)=O)c2ccc(NC3CCCCCCCCCCC3)c([N+](=O)[O-])c2)c1 (stereo not given)
  -29, 3, 7, 1.3, 11, -2, -3, 7
COc1ccc2c(c1)C(=O)N(Cc1ccccc1)C(=O)C2(C)C
  11, -9, 1, 2.3, 16, 1, 1, 0
CCCNC(=O)C(Cc1ccccc1)NC(=O)c1ccc(C(F)(F)F)cc1 (stereo not given)
  2, -3, -5, 2.1, 15, -1, 2, 0
CC1CCN(Cc2nc3c(c(=O)n(C)c(=O)n3C)n2CCCc2ccccc2)CC1
  21, 12, -8, -0.9, 12, 8, -20, 22
C=CCn1c(-c2c(C)nc3cc(C)ccn23)n[nH]c1=S
  -4, -15, 1, 2.3, 10, -2, -11, 10
CN1C(=O)/C(=C/c2cn(CC(=O)NCc3ccco3)c3ccccc23)NC1=S
  -2, -14, -1, 0.8, -6, -3, -8, 14
Cc1ccc(N2CC(C(=O)OCC(=O)c3ccc([N+](=O)[O-])cc3)CC2=O)cc1 (stereo not given)
  -30, -1, 0, 1.3, 19, 0, 19, -4
O=C(Cc1nn[nH]n1)Nc1cc(Cl)cc(Cl)c1
  4, -10, -4, 2.4, 6, 0, -4, -8
COc1ccccc1-n1c2nc3ccccc3nc2c2c(=O)n(-c3cc(C)cc(C)c3)cnc21
  17, 15, -4, 1.0, 17, 2, 12, 33
COc1ccc(CCNC(=O)c2ccc(CNS(=O)(=O)c3cccc(Cl)c3)cc2)cc1OC
  -22, -17, -1, -0.9, 24, -1, -6, 5
CC(C)Oc1ccc(C(=O)/C=C2/C(=O)Nc3ccccc32)cc1
  3, 36, -1, 11, 32, 8, 2, 88*
Cc1cccc(OCC(=O)NC(=S)N2CCCc3ccccc32)c1
  -8, -22, 1, 0.6, 35, 1, 3, 2
OCCN(/C=N/c1nc(-c2ccc(Br)cc2)cs1)CCO
  -12, -38, -1, 5.4, -30, 5, -25, 16
Cc1nn(S(=O)(=O)N2CCOCC2)c(C)c1Br
  3, 4, -3, 1.0, -7, -2, 15, -1
O=C(COc1ccc(Br)cc1)NCCNC(=O)c1cccnc1
  3, -5, -1, 1.0, 10, -3, 16, 7
CSCCCNC(=S)Nc1ccc(N2CCOCC2)cc1
  17, -8, -1, -0.8, 4, 0, -3, 10
COc1cccc(CC(=O)OCc2csc(CC(=O)Nc3ccccc3C)n2)c1
  11, 0, -5, 1.9, -6, -4, 16, 25
N#Cc1c(-c2ccccc2)ccnc1N1CCOCC1
  6, 1, -3, 2.0, -1, -5, 11, 20
O=C(Cn1cc(C(F)(F)F)ccc1=O)N1CCN(S(=O)(=O)c2ccccc2)CC1
  -2, -14, -6, 0.0, 22, -2, 21, 10
O=C(COC(=O)CCc1ccc(S(=O)(=O)N2CCOCC2)cc1)Nc1ccc(Cl)cn1
  -6, -1, -1, 0.3, 9, 0, -13, 15
COc1cc(/C=C2\SC(=O)NC2=O)ccc1OCC(=O)N1CCOCC1
  -13, -10, 0, -0.7, -1, -3, -27, -4
O=C1C2C3c4ccccc4C(c4ccccc43)C2C(=O)N1Cc1ccccn1 (stereo not given)
  24, -1, -6, 0.2, 11, 1, 4, 12
Brc1c(CSc2nncn2-c2ccccc2)nc2ncccn12
  7, -3, -1, -1.5, -2, -2, 12, 0
COc1ccc(C(CNC(=O)c2cccc(NS(=O)(=O)c3ccc(Br)cc3)c2)N(C)C)cc1 (stereo not given)
  5, 3, 1, 1.7, 16, -3, 3, -2
COc1ccc(/C=C/C(=O)NC(=S)NNC(=O)c2cccnc2)cc1
  25, 0, -6, 0.3, -14, -3, -17, -4
CCCNC(=O)NC(=O)CSc1nc2ccccc2n1CC(C)C
  5, -9, -3, 0.2, -13, -6, -8, 38
COc1ccc(C(=O)NN)cc1
  -19, -12, -3, 1.2, -11, 1, -21, -3
CC(=O)C(C)Oc1ccc(Cc2ncc(C(F)(F)F)cc2Cl)cc1 (stereo not given)
  -2, 9, -1, 1.0, 4, -1, -3, 23
O=C(COC(=O)C1CC(=O)N(Cc2ccco2)C1)Nc1ccc(F)cc1F (stereo not given)
  -2, -1, -1, 1.9, -5, -3, 9, -2
O=C(ONc1ccc(N=NC(=O)c2ccccc2O)cc1)c1ccccc1
  34, -27, -7, -1.9, 6, -4, -47, 38
COc1ccc(C(=O)NC(=S)Nc2cccc(Cl)c2N2CCOCC2)cc1[N+](=O)[O-]
  81*, 11, -10, -0.1, 28, 3, -11, 7
COc1ccc(CNC(=O)CSc2ncnc3ccccc23)cc1OC
  -8, -1, 0, 0.6, -8, 0, -37, 22
COc1ccc(C(=O)N2CCOC2CNC(=O)C(=O)NCCc2ccccc2OC)cc1 (stereo not given)
  -6, -17, -1, -2.0, 15, -3, 6, 15
O=C(c1cc(COc2ccc(F)cc2Cl)on1)N1CC[C@@H]2CCCC[C@H]2C1
  6, -9, 6, 3.7, -5, 0, -9, 29
CC(OC(=O)C1CCCCC1)C(=O)Nc1cccc(Cl)c1 (stereo not given)
  1, 1, 0, -2.1, 6, -3, 13, 31
COc1ccc(C(=O)Nc2ncc3c(n2)CC(C)CC3=O)cc1 (stereo not given)
  -10, 3, 0, 2.3, 4, 1, 6, 7

# Next part
# Each structure is followed by: APJ antagonist, Jurkat NFkB inh, APJ ag, CHOP UPR activ, Mdm2 MdmX PPI, XBP1 UPR activ, 697 NFkB inh, tim23-1 inh
CCC(C)NC(=O)CC1Oc2ccc(Cl)cc2NC1=O (stereo not given)
  2, -5, -2, 1.7, -17, 0, -6, 10
Nc1nc2ccccc2n1CCOc1ccc(Cl)cc1
  -12, -2, 0, -0.5, 14, -2, 4, -17
Cc1ccc(S(=O)(=O)CCC(=O)OCc2ccc(S(=O)(=O)C(C)C)cc2)cc1
  -10, 14, -4, -0.1, 38, 1, 8, 13
CCc1ccc(C2CC(c3ccccc3)Nc3nc(N)nn32)cc1 (stereo not given)
  -3, -6, -2, -0.6, 4, 0, -9, 10
CC(=O)N(CC(C)(C)CC=C(C)C)c1ccccc1
  -12, -2, 10, -1.6, -28, -3, -4, 28
COc1cccc(C(=O)Oc2ccc3c(C)cc(=O)oc3c2C(C)=O)c1
  -5, -12, -2, 1.4, 34, -1, -8, 17
O=C(COc1ccc2ccccc2c1)NNC(=O)Nc1ccc(F)cc1F
  12, 6, -6, 0.1, 4, -4, 10, -7
CC(/C=N/Nc1nncc(=O)[nH]1)=C\c1ccccc1
  8, 0, -2, 1.7, 12, 2, 1, 8
CCOC(=O)Cc1csc(NC(=O)/C=C\c2ccccc2Cl)n1
  -5, -16, 0, 4.4, -12, 2, 8, 24
COc1cc2c(cc1OC)CN(C(=O)/C=C/c1cccs1)CC2
  7, 49, -3, 0.3, 65*, 3, -68, 1
O=C1CCN(S(=O)(=O)c2ccccc2)CCN1CCOCc1cccc(F)c1
  13, 0, 2, -0.3, -27, 3, -5, 12
Cc1csc(NC(=O)CSc2ncnc3c2cnn3-c2ccccc2Cl)n1
  3, -19, -5, -1.9, 19, -3, 15, 6
COCCCNC(=O)CN(C1CCCCC1)S(=O)(=O)c1ccc(C)cc1
  17, 20, -4, -3.0, 1, -1, 15, 21
CCOCCCN(C(=O)Cn1nnc(-c2ccc(C)o2)n1)C(C(=O)NC1CCCC1)c1ccco1 (stereo not given)
  -18, -18, 0, -1.6, 23, -1, 4, 19
